Screens (PubChem BioAssay)
Cl transport mod = modulates chloride dependent transport by human KCC2; Q9H2X9; AID 1456; 2.2% of 190,000 active; KCC2 cells, thallium flux FluoZin-2 fluorescence; B-score of Tl+ flux slope (higher = more flux/activation; lower = inhibition) at 10 µM;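 active = thallium flux slope and its plate-corrected score both differing from the plate sample mean at a set confidence after two filtering rounds, in either direction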;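 note: slope of fluorescence scaled to starting intensity during 10 to 20 s after thallium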
EBV gp42 block = blocks Epstein-Barr virus glycoprotein 42 binding | inhibition, % (tested at 21.74 µM) | Q1HVG2 | 0.42% of 220,000 active | Fluorescence polarization binding assay, mP read-out; in the data active = inhibition above about 50%
Target sequence (Q1HVG2 whole entry, looked up): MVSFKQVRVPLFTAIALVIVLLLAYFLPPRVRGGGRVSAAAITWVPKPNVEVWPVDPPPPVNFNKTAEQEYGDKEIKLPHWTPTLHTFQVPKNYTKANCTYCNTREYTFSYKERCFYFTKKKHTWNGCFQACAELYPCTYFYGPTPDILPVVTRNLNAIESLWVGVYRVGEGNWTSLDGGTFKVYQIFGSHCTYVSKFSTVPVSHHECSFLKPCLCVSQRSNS
eIF4E-4G inh = blocks eIF4E binding to eIF4G | inhibition, % at 21.7 µM | TR-FRET eIF4E-eIF4GI(517-606) binding, 2 h | P63073+Q04637 | 0.37% of 220,000 active;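 active = inhibition above about 30%, limit read from the data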;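 note: 0% = full FRET control wells and 100% = background wells lacking eIF4GI fragment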
Mdm2 ligase inh = inhibitors of human Mdm2 E3 ubiquitin ligase. Q00987. cell-based MDM2 ubiquitination luciferase reporter, 2 h; 0 = plate control, 100 = twice control, blank-subtracted. signal enhancement, % at 5 µM. 0.11% of 210,000 active. AID 1230;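 active = signal enhancement of 30% or more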;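 note: luminescence tracks abundance of the self-degrading MDM2-luciferase fusion protein; higher signal means inhibition of MDM2 E3 ligase activity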
Target sequence (Q00987 whole entry, looked up, the tested form may be a part): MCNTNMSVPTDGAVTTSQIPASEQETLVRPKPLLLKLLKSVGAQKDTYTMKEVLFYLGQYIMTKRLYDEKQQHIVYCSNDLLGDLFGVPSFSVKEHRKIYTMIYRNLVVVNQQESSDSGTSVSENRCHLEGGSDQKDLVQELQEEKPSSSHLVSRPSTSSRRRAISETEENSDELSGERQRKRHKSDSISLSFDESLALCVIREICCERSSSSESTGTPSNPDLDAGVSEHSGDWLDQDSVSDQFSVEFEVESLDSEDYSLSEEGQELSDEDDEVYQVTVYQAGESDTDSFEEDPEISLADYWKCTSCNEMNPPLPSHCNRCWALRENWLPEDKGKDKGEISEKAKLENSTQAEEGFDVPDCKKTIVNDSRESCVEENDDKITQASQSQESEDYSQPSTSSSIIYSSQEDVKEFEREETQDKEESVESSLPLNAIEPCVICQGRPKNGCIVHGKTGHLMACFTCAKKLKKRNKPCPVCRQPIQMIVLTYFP
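Buffer or medium: Cells held in DMEM | Assay system: Stable mammalian line carrying autodegrading MDM2–luciferase fusion reporter | Quantity: 2000 cells/well | Times: 4 h settle plus 2 h compound, 37 °C | Doses: One concentration, 5 µM, with 0.2% DMSO | Technique: Luminescence with SteadyLite reagent, 15 min at room temperature | Benchmarks: Plate controls and plate blanks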
zVAD death inh = L929 zVAD cell death inhibition. L929 zVAD necroptosis rescue, ATP luminescence, 24 h; with zVAD 60 µM. viability rescue, % at 10 µM. 0.38% of 220,000 active;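 active = activation, scaled between plate controls, above about 75%, limit read from the data; inactive = activation under that limit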;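 note: 0% = zVAD with DMSO and 100% = DMSO alone without zVAD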
Rad51 HR inh = blocks human Rad51 in homologous recombination | 0.085% of 200,000 active | AID 1385 | hRad51 DNA strand exchange, fluorescence dequenching | inhibition, % at 10 µM;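 active = inhibition above 40% at the single screening dose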;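 note: 0% = DMSO control wells and 100% = blanks with heterologous ssDNA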
Target sequence (Q06609 whole entry, looked up): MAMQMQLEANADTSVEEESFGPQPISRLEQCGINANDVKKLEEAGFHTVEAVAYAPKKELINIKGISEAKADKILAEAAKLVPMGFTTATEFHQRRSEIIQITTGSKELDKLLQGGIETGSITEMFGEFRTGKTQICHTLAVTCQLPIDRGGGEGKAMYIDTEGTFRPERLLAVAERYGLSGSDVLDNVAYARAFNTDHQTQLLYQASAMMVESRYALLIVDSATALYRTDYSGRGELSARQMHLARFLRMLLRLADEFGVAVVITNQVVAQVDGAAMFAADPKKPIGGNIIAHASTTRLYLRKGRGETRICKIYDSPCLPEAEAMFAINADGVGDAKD
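Read-out basis: percent inhibition relative to plate controls and blanks / Assay system: human Rad51 nucleoprotein filaments preassembled on unlabelled ssDNA / Timing: filaments 15 min 37 °C, then compound 30 min / Control set: per-plate controls and blanks / Technique: fluorescence dequenching at 485/520 nm / Compound: 10 µM final, single point / Also added: Fluorescein- and BHQ1-tagged 47-mer duplex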
PERK inhibitor = inhibitors of human PERK kinase; inhibition, % at 5.6 µM; CHO PERK-DD fusion, SEAP luminescence translation reporter; Q9NZJ5; 0.17% of 220,000 active;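 active = inhibition above the mean inhibition of all tested compounds plus 3 SD, set separately per screening campaign, cut at about 2.9% in these data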;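 note: PERK kinase domain activated by AP20187 dimerizer at 100 nM; 0% = DMSO with dimerizer and 100% = rapamycin at 8.4 µM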
TNF death inh = TNF-alpha cell death inhibition in Jurkat FADD-/- cells; Jurkat FADD-/- TNF necroptosis rescue, ATP luminescence, 24 h; 0 = TNF only, 100 = no-TNF cells; activation (protection from cell death), % at 10 µM; 0.068% of 220,000 active;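 active = activation, meaning protection from cell death, of at least 50% relative to plate controls; inactive = activation below 50%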;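 note: necroptosis triggered by 40 ng/mL TNF-alpha added together with compound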
Calpain2 inh = inhibitors of pig calpain II. inhibition, % at 16 µM. purified calpain II, fluorogenic peptide substrate, 30 min. AID 1236. 0.37% of 220,000 active;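 active = inhibition above about 50%, limit read from the data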
* = called active by the depositor; i = inactive; . = no result given; [ ] = another dose, or the depositor's remark.

cpd	structure	zVAD death inh	Rad51 HR inh	Mdm2 ligase inh	EBV gp42 block	Cl transport mod	eIF4E-4G inh	PERK inhibitor	TNF death inh	Calpain2 inh
1	O=C(C1CCCN(Cc2ccc3c(c2)OCO3)C1)N1CCCC1 (configuration not stated)	1.3	1	-13	-3	.	-3[fluorescence artefact?]	-0.3	2.6	-15
2	Cc1sc2nc(CN3CCCC3)nc(NCc3ccncc3)c2c1C	0.5	4	0	-1	0.76	-4	0.2	2.2	-111
3	O=S(=O)(Nc1ccc2c(c1)OCCO2)c1ccc(Br)s1	-0.1	4	-15	8	1.9	-1	0.4	1.5	13
4	O=C1C(=O)N(Cc2cccnc2)C(c2ccccn2)/C1=C(/O)c1ccc(F)cc1 (configuration not stated)	1.0	-2	-26	2	.	-2	1.9	-1.1	15
5	CCOc1c2ccc(C(=O)NCc3ccccc3OC)cc2nn1CC	0.3	-2	-5	-5	-1	0	0.2	-1.3	i
6	COc1ccc(N2CCN(CC(O)COC(C)(C)C)CC2)cc1 (configuration not stated)	5.0	6	-5	3	0.012	-1	-0.2	-0.1	-20
7	C/C(=C\c1ccccc1)C1NC(=O)c2c(sc3c2CCCC3)N1 (configuration not stated)	0.4	2	-3	7	0.94	-2[fluorescence artefact?]	0.2	1.5	29
8	Cc1nc2c(C)[n+](CC(=O)c3ccccc3)ccc2n1C	0.3	12	-4	-19	i	2	0.7	4.7	-3
9	COc1ccc(C(=O)NC(=S)Nc2ccc(S(N)(=O)=O)cc2)cc1	11	7	-1	-3	0.81	-4	0.4	1.1	-18
10	CCCCN(CC)S(=O)(=O)c1ccc2c(c1)CCCN2C(C)=O	-0.6	-4	-3	-12	-0.56	-1[fluorescence artefact?]	-1.0	-1.3	-3
11	O=C(O)c1ccc(N/N=C2/CCCc3ccccc32)cc1	1.0	-11	-18	-12	-0.79	11	0.8	-4.6	16
12	Cc1ccc(C2=NN3C(=O)c4ccccc4C3C2)cc1 (configuration not stated)	0.4	16	-14	-10	-1.2	5	-0.1	-3.9	6
13	COc1ccc(Cl)cc1NC(=O)COC(=O)C(CC(C)C)N1C(=O)C2CC=CCC2C1=O (configuration not stated)	0.5	4	-11	7	0.29	0	-0.8	3.6	33
14	CCn1c(SCc2ccccc2)nnc1-c1cccnc1	3.0	-2	20	-24	1.4	3	0.8	-0.6	-24
15	COc1ccc2c(Cl)c(C(=O)N/N=C/c3ccc4c(c3)OCO4)sc2c1	2.2	-6	-20	-14	-0.46	-42	1.6	-8.2	-125
16	COc1cc(C(=O)Nc2ccc(Br)cc2C(=O)c2cc(OC)c(OC)c(OC)c2)cc(OC)c1OC	-0.4	0	-3	-8	.	-2	0.9	-1.9	-48
17	O=C1Nc2ccccc2/C1=C\c1cccn1-c1ccc(OC(F)(F)F)cc1	1.1	2	1	-7	.	3	0.7	-8.6	25
18	Cn1c(N)c(C(=O)COC(=O)c2cc(-c3ccccc3)nc3ccccc23)c(=O)n(Cc2ccccc2)c1=O	1.5	-4	.	-47	0.96	4	0.1	2.2	-66
19	Cc1cccc(NC(=O)NC2CC3CCC(C2)N3Cc2ccco2)c1 (configuration not stated)	6.2	25	-1	-20	.	4	0.4	0.7	-12
20	COc1ccc2c(-c3ccccc3)cc(SCC(=O)N(C)C3CCS(=O)(=O)C3)nc2c1 (configuration not stated)	-0.5	13	20	10	3.3	2	-0.7	-1.2	-18
21	COc1cccc(C(=O)Nc2cc(C(F)(F)F)ccc2Cl)c1	0.4	6	-15	-10	0.8	-7	0.6	1.2	-19
22	COc1ccccc1C1Nc2cccc3cccc(c23)N1	1.1	6	-8	8	-0.74	0	0.2	-5.2	-171
23	CCOC(=O)c1c(C)[nH]c(C)c1C(=O)COC(=O)c1ccc(O)cc1	0.2	-9	-5	-14	-0.87	2	0.2	0.5	13
24	COc1ccccc1CNc1nc2nc(C)c(Cl)c(=O)n2[nH]1	-0.1	7	-17	-16	0.68	9	1.9	0.4	25
25	O=C(COC(=O)c1ccccc1C(=O)c1ccc(Cl)c([N+](=O)[O-])c1)NC1CC1	57	-38	-6	-10	-0.58	4	0.1	1.9	-23

Entries of single compounds from above. Order of values: zVAD death inh	Rad51 HR inh	Mdm2 ligase inh	EBV gp42 block	Cl transport mod	eIF4E-4G inh	PERK inhibitor	TNF death inh	Calpain2 inh
Entry for C/C(=C\c1ccccc1)C1NC(=O)c2c(sc3c2CCCC3)N1 (configuration not stated) = 0.4	2	-3	7	0.94	-2[fluorescence artefact?]	0.2	1.5	29
Entry for COc1ccccc1CNc1nc2nc(C)c(Cl)c(=O)n2[nH]1 = -0.1	7	-17	-16	0.68	9	1.9	0.4	25
Entry for O=C(COC(=O)c1ccccc1C(=O)c1ccc(Cl)c([N+](=O)[O-])c1)NC1CC1 = 57	-38	-6	-10	-0.58	4	0.1	1.9	-23

Continued:
cpd	structure	zVAD death inh	Rad51 HR inh	Mdm2 ligase inh	EBV gp42 block	Cl transport mod	eIF4E-4G inh	PERK inhibitor	TNF death inh	Calpain2 inh
26	COc1cc(C(=O)Nc2nc(-c3ccc(F)cc3)cs2)ccc1OCC(=O)N1CCOCC1	0.6	-3	-9	-1	-2.9	0	-0.6	0.7	-48
27	CSCCC(=O)N1C(C)CCCC1C(=O)O (configuration not stated)	-0.3	-5	-18	-14	0.14	4	0.8	-1.7	17
28	Nc1ccn(Cc2ccccc2F)n1	8.7	10	-13	-16	0.22	4	0.6	11	-37
29	CC(C)(C)CC(=O)NC(=S)Nc1ccccc1[N+](=O)[O-]	-0.1	1	-9	-12	1.2	-7	1.3	0.7	-9
30	CCCCCCCNC1=CC(=O)CC(c2ccco2)C1 (configuration not stated)	0.8	-6	-10	4	.	3	0.1	-0.9	14
31	O=C(Nc1nccs1)C1CCCCN1S(=O)(=O)c1ccccc1 (configuration not stated)	0.8	15	.	-24	-0.067	-13	0.7	1.5	-3
32	Cc1cc(C)c2c(=O)n(CC(=O)NCCCN3CCN(c4ccccc4F)CC3)sc2n1	1.0	.	-20	-18	0.16	9	1.1	-5.9	-5
33	CCN1CCc2nc(NC(=O)c3ccc4c(c3)OCCO4)sc2C1	0.2	-8	-31	-24	0.0073	4[fluorescence artefact?]	-0.6	-5.0	-21
34	Cc1ccc(C(=O)N2CCN(Cc3ccc4c(c3)OCO4)CC2)cc1S(=O)(=O)N1CCOCC1	-0.3	8	-10	-13	0.53	3	-1.4	3.8	-5
35	COc1ccc(-n2cnc3cc(NCc4cccs4)ccc32)cc1	73	.	-6	8	.	1	-0.3	-5.4	31
36	NC1=NC(c2ccc(Br)cc2)n2c(nc3ccccc32)N1 (configuration not stated)	0.2	-5	19	-8	0.0065	8	0.5	1.2	6
37	CC(CCc1ccco1)NC(=O)Nc1cccc(F)c1 (configuration not stated)	0.8	-1	-5	-6	-0.66	-2	0.1	1.0	6
38	c1ccc(-c2nn3c(Cn4cnc5ccccc54)nnc3s2)cc1	-0.2	6	-21	-7	-1.3	-5	-1.0	-1.4	30
39	CNc1oc(-c2cccs2)nc1S(=O)(=O)c1ccccc1	1.8	8	-8	-13	-2	-3	0.7	0.8	17
40	Cc1ccc(CN2CCSc3ccc(C(=O)NCc4ccccn4)cc32)cc1	1.4	26	-28	1	-2	10	0.4	0.3	i
41	CCOC(=O)C1CCN(C(=O)c2cccs2)CC1	7.4	-1	-5	-8	-0.46	4	0.6	0.3	-13
42	O=C(Nc1ccc(NC(=O)c2ccccn2)cc1)C(=O)Nc1ccc2c(c1)OCCO2	2.4	-2	3	-17	0.82	4	0.1	-0.6	-1
43	CCn1c(CNC(=O)c2ccccc2)nc2ccccc21	-0.1	5	.	.	0.64	.	-0.5	1.2	.
44	CCC(C)NC(=O)NC(=O)N(C1CCCCC1)S(C)(=O)=O (configuration not stated)	0.4	-3	-5	-16	-0.091	-3	1.4	0.1	3
45	Cc1cc(NC(=O)CSc2nc3ccccc3n2CC(=O)N2CCCCC2)no1	-1.6	4	-13	-19	0.39	-3	-0.2	-1.4	-10
46	Cc1ccc(S(=O)(=O)N(CC(=O)N=Nc2c(O)[nH]c3ccccc23)c2ccc(C)c(C)c2)cc1	0.0	.	-11	-8	1.6	-1[fluorescence artefact?]	-0.8	2.5	-66
47	CC(c1ccco1)N(C(=O)c1ccccc1NS(=O)(=O)c1ccc(Cl)cc1)c1ccccn1 (configuration not stated)	0.6	0	-12	-4	4.1	-2[fluorescence artefact?]	0.0	-1.7	-22
48	COc1ccc(-c2noc(CSc3nnc(Cc4ccccc4)n3-c3cccc(C)c3)n2)cc1OC	-0.4	-5	-7	-9	-0.82	-1	-1.4	-0.3	18
49	CCOC(=O)c1c(C)n(C)c2ccc(OC)c(NC(=O)CN3CCC(C(=O)OCC)CC3)c12	3.3	17	3	-20	-1.2	-1	0.2	1.3	14
50	CCOc1ccc(NC2=CC(=O)CC(c3ccco3)C2)cc1 (configuration not stated)	0.5	-6	11	-5	.	-1	0.5	2.1	-19

Carrying on:
cpd	structure	zVAD death inh	Rad51 HR inh	Mdm2 ligase inh	EBV gp42 block	Cl transport mod	eIF4E-4G inh	PERK inhibitor	TNF death inh	Calpain2 inh
51	Nc1nc(SCC(=O)c2cc(F)ccc2F)n[nH]1	-1.5	-2	-19	-22	-0.54	2	0.6	-0.3	-47
52	CCC(CC)NC(=O)c1ccccc1Oc1ccccc1	0.9	-3	-21	-15	.	-4[fluorescence artefact?]	-0.5	0.8	-14
53	O=C(Nc1cccc(-c2csc(-c3ccccc3)n2)c1)c1cccs1	1.7	-1	.	4	.	-7	-1.6	1.3	-7
54	Cc1noc(C)c1CSc1cc(C)c2ccccc2n1	0.9	1	-24	-22	-0.63	0	0.3	-8.2	15
55	O=C(CN1C(=O)NC2(CCCCC2)C1=O)NCc1ccc2c(c1)OCO2	1.2	-65	8	0	0.44	-2	-0.2	1.8	-50
56	COc1ccccc1-c1cc(SC)c(C#N)c(=O)o1	1.3	2	36*	-19	-0.012	12	0.8	6.7	-24
57	COc1ccc(NC(=O)CSc2nc(O)cc(=O)n2C)cc1	-0.3	4	-10	3	0.03	18	-0.4	0.6	-38
58	Cc1ccc(NC(=O)C(=O)NCCN2CCN(Cc3ccc([N+](=O)[O-])cc3)CC2)cc1	0.4	.	.	-10	-0.74	4	-0.2	1.0	18
59	COc1ccc(N(C(=O)c2ccco2)S(=O)(=O)c2cc(Cl)c(Cl)cc2Cl)cc1	0.6	2	-5	-4	-0.15	3	-0.8	-6.8	54*
60	COc1ccccc1/C=C/C(=O)OCC(=O)Nc1ccc(Cl)cn1	3.4	13	-8	-12	-1.7	4	1.5	9.2	-11
61	CCC(=O)Nc1ccc(C(=O)CSc2nc3ccccc3cc2CC)cc1	0.5	9	-20	2	.	-9	0.9	-2.4	12
62	COCCCN1CN(Cc2ccco2)CNC1=S	-0.3	4	14	2	0.27	-2	-0.8	-0.6	10
63	CCCCOc1ccc(-c2nnc(-c3cc[n+](C)cc3)o2)cc1	5.6	-1	4	-14	0.77	0	1.5	-1.1	-3
64	COc1ccc(/C(C)=N/NC(=O)OC(C)(C)C)cc1[N+](=O)[O-]	3.3	6	-9	-15	-0.22	3	0.2	0.8	-9
65	C/C(=N\NC(=O)CC(C)C)c1ccc(N2CCCCC2)cc1	1.8	-3	-11	5	-0.19	0	0.4	0.7	6
66	CC(C)=CC1C=C(C)C(C)C2C(=O)NNC(=O)C12 (configuration not stated)	0.3	1	-8	-8	-1	-5	-0.3	0.8	17
